# DAGLB inhibitor: diacylglycerol lipase beta (human) inhibition; inhibition, % at 5.17 µM; actives 0.059% (n = 340,000); HEK293T DAGLB membrane lysate, EnzChek fluorogenic substrate; in the data active = inhibition above about 34%;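 also: 0% = enzyme with vehicle and 100% = wells lacking enzyme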
# Pemphigus Ab inh: human desmoglein-3 autoantibody binding inhibition. P32926. DSG3-coupled beads, scFv-anti-DSG3-GFP binding, flow cytometry; active compounds read low. binding (percent of control), % at 10 µM. actives 0.48% (n = 310,000);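 active = binding more than 3 SD below its plate's average and above zero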;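 also: hits lower antibody fragment binding to DSG3; some compounds called inactive have numbers as strong as hits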
# Target sequence (P32926 whole entry, looked up, the tested form may be a part): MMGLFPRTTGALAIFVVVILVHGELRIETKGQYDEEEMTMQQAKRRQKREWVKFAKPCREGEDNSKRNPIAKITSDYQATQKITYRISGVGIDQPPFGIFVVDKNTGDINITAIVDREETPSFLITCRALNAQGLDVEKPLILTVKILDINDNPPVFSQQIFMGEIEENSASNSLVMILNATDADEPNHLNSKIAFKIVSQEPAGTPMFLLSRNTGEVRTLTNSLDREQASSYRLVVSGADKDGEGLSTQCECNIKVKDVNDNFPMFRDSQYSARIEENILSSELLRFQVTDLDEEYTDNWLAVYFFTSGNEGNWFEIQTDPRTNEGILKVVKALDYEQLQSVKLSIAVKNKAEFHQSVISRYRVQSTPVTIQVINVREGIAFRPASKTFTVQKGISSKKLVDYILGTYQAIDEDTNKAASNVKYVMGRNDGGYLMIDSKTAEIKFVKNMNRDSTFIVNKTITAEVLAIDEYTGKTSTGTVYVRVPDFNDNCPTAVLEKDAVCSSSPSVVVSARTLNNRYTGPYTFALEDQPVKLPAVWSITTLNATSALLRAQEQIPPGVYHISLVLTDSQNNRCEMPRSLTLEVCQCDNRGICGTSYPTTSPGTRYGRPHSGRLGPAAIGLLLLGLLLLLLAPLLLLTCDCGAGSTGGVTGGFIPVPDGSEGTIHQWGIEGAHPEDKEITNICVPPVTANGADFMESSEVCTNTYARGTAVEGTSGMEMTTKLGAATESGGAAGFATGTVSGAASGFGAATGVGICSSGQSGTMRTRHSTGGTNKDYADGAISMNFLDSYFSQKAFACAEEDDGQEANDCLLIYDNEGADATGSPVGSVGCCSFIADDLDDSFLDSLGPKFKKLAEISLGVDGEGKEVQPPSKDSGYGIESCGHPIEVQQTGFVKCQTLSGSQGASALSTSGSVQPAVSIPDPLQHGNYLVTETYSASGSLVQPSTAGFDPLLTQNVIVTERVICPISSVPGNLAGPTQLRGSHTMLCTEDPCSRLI
# OPRM1-OPRD1 inv: inverse agonist of human OPRM1-OPRD1 heterodimerization | P35372+P41143 | inhibition, % at 9.3 µM | actives 0.21% (n = 340,000) | cell-based MOR-DOR heterodimer luminescence, inverse agonism; in the data active = inhibition above about 22%, passing the limit was not always enough;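 also: 0% = cells with DMSO and 100% = wells without cells with DMSO; values of inactives mirror those of a sister screen read the other way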
# Arrestin-AP2 inh: inhibitors of human beta-arrestin and AP2 interaction | FITC-arrestin peptide / GST-AP2 beads, flow cytometry; AP2 beta2 appendage carries R879A mutation | inhibition, % at 10 µM | actives 0.31% (n = 340,000) | AID 504490;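 active = inhibition above a set limit, near 3 SD of compounds lacking own fluorescence, cut at about 54% in these data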;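 also: plate controls were DMSO wells for no effect and 5 µM unlabelled arrestin peptide for full effect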
#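 system = GST-tagged AP2 beta2-adaptin appendage (R879A) on 4 µm glutathione beads | reagent = FITC-labelled arrestin peptide probe, 50 nM final | schedule = compound with beads 12 min RT, then probe 1 h RT | signal = HyperCyt-sampled flow cytometry, FL1 channel, ex 488/em 535 nm | read-out = percent response from loss of bead-bound FITC fluorescence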
# HTR5A ag: counter-screen for OPRM1-OPRD1 agonists: human HTR5A agonism. activation, % at 9.3 µM. P47898. AID 504692. HTR5A agonist assay, luminescence, cell-based. actives 0.61% (n = 340,000); in the data active = activation mostly above about 9.5%, no sharp cut-off; inactive = mostly below about 7.6%;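 also: 0% = cells with vehicle only and 100% = reference agonist; strong numbers were not always called active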
# HTR5A inv ag: HTR5A inverse agonism, opioid heterodimer counter-screen; AID 504634; inhibition, % at 9.3 µM; HTR5A cell line, luminescence; actives 0.083% (n = 340,000); P47898; in the data active = inhibition mostly above about 23%, no sharp cut-off; inactive = mostly below about 18%;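 also: 0% = cells with DMSO and 100% = no-cell wells with DMSO; some compounds called inactive have numbers as strong as hits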
# V-ATPase pHluor: regulators of yeast V-ATPase proton transport; S. cerevisiae, pHLuorin cytosolic pH fluorescence; response, % at 10 µM; actives 0.37% (n = 350,000); AID 504577; in the data active = response mostly above about 7.3%, no sharp cut-off; inactive = mostly below about 5.4%; also: actives read high; inactives centre near 0; some compounds called inactive have numbers as strong as hits; reference of the scale not given here
# OPRM1-OPRD1 ag: OPRM1-OPRD1 heterodimerization agonism; P35372+P41143; cells, luminescence; activation, % at 9.3 µM; actives 0.3% (n = 340,000); AID 504326; in the data active = activation above about 18%;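 also: 0% = vehicle-treated cells and 100% = reference agonist; values of inactives mirror those of a sister screen read the other way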
# PKA-R2B activ: PKA-R2B complex activation; actives 0.079% (n = 340,000); PKA-R2B holoenzyme dissociation, Cy5-IP20 fluorescence polarization; R2B truncated from residue 108, S112A mutant; 0% DMSO only, 100% 113 µM cGMP; AID 504700; activation, % at 11.4 µM; P22694+P31323;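 active = activation above a cutoff set at the mean over all compounds plus 3 SD, cut at about 18% in these data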;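 also: higher means more holoenzyme dissociation and a rise in polarization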
# PKA-R1A act: activates the PKA-R1A holoenzyme complex | P00514+P68181 | PKA-R1A dissociation, Cy5-IP20 fluorescence polarization; scaled: DMSO 0%, 113 µM cGMP 100% | activation, % at 11.4 µM | actives 0.083% (n = 340,000) | AID 504707;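 active = percent activation above the mean of all tested compounds plus 3 SD, cut at about 19% in these data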;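 also: higher means more PKAc released from R1A so a rise in polarization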
# Starred values were filed as active, the others as inactive; / = not tested or not shown.
SMILES,DAGLB inhibitor,Pemphigus Ab inh,OPRM1-OPRD1 inv,Arrestin-AP2 inh,HTR5A ag,HTR5A inv ag,V-ATPase pHluor,OPRM1-OPRD1 ag,PKA-R2B activ,PKA-R1A act
COC(=O)c1ccc(NC(=S)Nc2ccccc2)cc1,-2,89,13,-9,3,25,-1,-2.4,-7,4
CCc1nc(C)cn1S(=O)(=O)c1ccc([N+](=O)[O-])cc1,2,109,13,-5,4,3,-3,-2.6,-5,3
O=C(N/N=C/c1ccc(OC(F)F)cc1)C1=COCCO1,0,99,5,10,0,-1,-1,-0.9,9,-5
COCCNC(=O)CN1CCC(NC(=O)C(C)(C)C)CC1,-1,104,-7,4,-3,4,4,1.2,-12,1
O=C1CC(CCC(=O)NC2CC2)c2ccccc2N1 (configuration not stated),2,109,0,11,1,12,2,0.1,1,-1
CC(C)c1ccc(C(C(=O)NC(C)(C)C)N(C(=O)CNC(=O)c2ccco2)c2cccnc2)cc1 (configuration not stated),0,100,12,0,1,-3,1,-2.1,-2,2
NC(=O)c1cc2cc(Cl)ccc2oc1=Nc1cccc(C(F)(F)F)c1,2,91,14,10,1,-4,-2,-2.8,0,-12
CCCn1c(CCC(=O)O)ccc1-c1cccs1,-1,104,2,2,2,-1,-2,-0.4,-12,2
CC[C@H](C)[C@H](NC(=O)OCc1ccccc1)C(=O)Nc1ccc(NC(C)=O)cc1,0,110,12,-4,-2,6,1,-2.3,-1,-17
Cc1cc(=O)oc2cc(OCc3nnc(-c4ccccc4Br)o3)ccc12,-9,69,-16,-5,4,4,2,2.8,-12,1
C[C@@H]1CN([C@@H](C)CO)C(=O)CCCn2nncc2CO[C@@H]1CN(C)C(=O)Nc1ccc2c(c1)OCO2,0,102,/,/,/,/,0,/,-12,-13
O=C(CC1C(=O)NCCN1CC1CCCCC1)NCCc1ccc(F)cc1 (configuration not stated),1,93,15,-4,-1,-9,1,-3.2,-11,-9
COc1ccc(C(=O)NCCS(=O)(=O)N2CCCCCC2)cc1,-1,100,12,19,-1,2,-1,-2.3,-5,-4
O=C(N/N=C/c1ccc(O)cc1)c1cncc(Br)c1,-1,99,12,18,0,-1,-2,-2.6,-6,-6
CC(C)(C)c1nnc(NC(=O)CCS(=O)(=O)Cc2ccccc2)s1,2,/,9,10,4,-12,-1,-1.5,12,6
CN1CCN(C(=O)c2cc(COc3ccccc3)on2)[C@@H](c2ccccc2)C1,-2,111,1,1,9.5*,-17,0,-0.2,10,-18
FC(F)(F)c1cccc(N2CCN(C3CC4CCC3C4)CC2)c1 (configuration not stated),-5,114,-35,11,-2,7,-3,7.0,6,-1
CCn1cc(SCC(=O)N2CCc3ccccc32)c2ccccc21,-7,112,-13,2,0,-16,3,2.1,3,-3
O=C(Nc1ccc2c(c1)OCCO2)c1cc(-c2ccccc2)nc2ccccc12,1,99,0,8,-2,6,1,0.0,-2,-5
Nc1cccc(-n2nncc2-c2ccccc2)c1,0,112,13,18,0,4,-1,-2.3,6,-12
COc1ccc(-c2nnc(SCC(=O)NC3CCCCC3)o2)cc1,-2,/,8,2,-6,-3,-2,-1.3,-4,-7
Cc1cccc(CN2C(=O)[C@H]3Cc4c([nH]c5ccccc45)C(C)(C)N3C2=O)c1,2,99,-16,7,-4,-15,9,2.9,-11,1
FC(F)(F)c1cnc(Sc2nc3nccc(-c4ccc(Cl)cc4)n3n2)c(Cl)c1,-5,102,-66,6,1,-25,5,12,4,-4
COc1ccc(NC(=O)c2cc(OC)c(OC)c(OC)c2)cc1S(=O)(=O)N1CCCCC1,0,105,7,5,2,-6,-1,-1.4,-7,-1
CCOC(=O)c1cc(C#N)c(N2CCN(c3ccccn3)CC2)nc1-c1ccccc1,-11,99,-5,27,-1,9,-1,1.0,-2,-7
O=C(CN(c1ccccc1F)S(=O)(=O)c1ccccc1)NC1CCCCCC1,-2,107,-5,2,8,-5,-3,0.9,9,3
Cc1ccc(S(=O)(=O)NCCC(=O)OCc2ccc([N+](=O)[O-])cc2)cc1C,-2,102,-25,36,-5,12,1,3.8,-13,-13
Cc1nc(CNC(=O)C2CCC(=O)N(CCc3ccc(Cl)cc3)C2)sc1C (configuration not stated),-1,/,12,10,5,-18,-3,-2.1,-1,-1
S=c1sscc1-c1ccccc1,13,108,21,-3,2,-6,1,-4.3,-5,4
O=S(=O)(c1ccccc1)N1CCN(c2cccc(Cl)c2)CC1,-5,118,-2,15,3,-10,-2,0.4,-5,-2

# Single values from the list.
# Under HTR5A inv ag, `FC(F)(F)c1cccc(N2CCN(C3CC4CCC3C4)CC2)c1` (configuration not stated) has 7
# Under HTR5A ag, `O=C(Nc1ccc2c(c1)OCCO2)c1cc(-c2ccccc2)nc2ccccc12` has -2
# Under OPRM1-OPRD1 ag, `S=c1sscc1-c1ccccc1` has -4.3
# Under DAGLB inhibitor, `Cc1nc(CNC(=O)C2CCC(=O)N(CCc3ccc(Cl)cc3)C2)sc1C` (configuration not stated) has -1
# Under PKA-R1A act, `Cc1cccc(CN2C(=O)[C@H]3Cc4c([nH]c5ccccc45)C(C)(C)N3C2=O)c1` has 1

# Going on with the list:
SMILES,DAGLB inhibitor,Pemphigus Ab inh,OPRM1-OPRD1 inv,Arrestin-AP2 inh,HTR5A ag,HTR5A inv ag,V-ATPase pHluor,OPRM1-OPRD1 ag,PKA-R2B activ,PKA-R1A act
O=C(COC(=O)c1c(F)cccc1F)Nc1ccc(N2CCCCC2)cc1,-5,/,9,-9,1,6,3,-2.4,5,-7
COc1ccc(N=Cc2sc3ccccc3c2Cl)cc1,-6,123,11,-7,4,-6,0,-2.5,-3,-1
COc1ccc(N2CCN(C(=O)c3ccc(NS(=O)(=O)c4ccc(F)cc4)cc3)CC2)cc1,-2,/,-5,2,4,2,1,0.8,4,-2
Cc1cc(C)cc(C(=O)NC(CC(N)=O)c2ccc(N3CCC(Br)CC3)c([N+](=O)[O-])c2)c1 (configuration not stated),4,103,-4,-1,1,-8,-2,0.7,-5,-5
CNC(=O)CSc1nnc(-c2ccccn2)n1Cc1ccco1,0,105,0,19,-2,-12,12,0.1,-18,0
CC(NS(=O)(=O)c1ccc(Cl)c(Cl)c1)C(=O)OCC(=O)Nc1ccc2c(c1)OCO2 (configuration not stated),-1,98,-7,-2,6,-15,-5,1.5,1,-1
Cc1nc2ncnn2c(C)c1Cc1c(Cl)cccc1Cl,0,/,7,5,-2,30,-1,-1.4,2,1
c1ccc(OCc2nc(-c3ccncc3)no2)cc1,-3,114,5,7,-1,2,-3,-1.1,-3,0
O=C(NCC1CCCO1)c1cnc(Cl)c(Cl)c1 (configuration not stated),-1,109,11,-5,1,-3,1,-2.2,-6,-1
CCOc1ccc(N2C(=O)Nc3ccc(Br)cc3C2(O)C(=O)NC(C)C)cc1 (configuration not stated),2,95,-7,13,-5,17,2,1.3,7,2
CC12C(=O)N(CCC(=O)O)C(=O)C1C1C=CC2C1 (configuration not stated),-1,155,6,10,0,-23,-1,-1.1,0,-6
Cc1cc(Br)ccc1NC(=O)CNC(=O)CNc1cccc([N+](=O)[O-])c1,-1,/,-6,-12,10,-26,3,1.6,11,7
CCCCC/C(=N\NC(=O)CCC(=O)NCc1ccccc1)c1ccccc1,2,76,-22,16,6,-2,-7,4.6,11,1
CCOC(=O)CCc1c(C)nc(SCc2ccc(C(=O)O)cc2)c(C#N)c1C,-2,107,16,23,0,-1,1,-3.3,8,-8
COc1ccc(-c2c(C)nn3c(N)c(-c4ccccc4)cnc23)cc1OC,4,118,-1,26,1,-3,-2,0.1,0,2
O=C(O)/C(=C\c1cccc([N+](=O)[O-])c1)c1ccc(S(=O)(=O)N2CCCCC2)s1,7,88,7,7,1,-19,-1,-1.4,-6,5
COc1ccc([N+](=O)[O-])cc1NC(=O)C1CCCCC1C(=O)O (configuration not stated),-2,92,18,-10,2,14,-2,-3.4,-9,9
O=C(NN1CCCCC1)c1ccccc1,-1,82,17,26,3,8,-1,-3.2,2,-6
Cc1ccc(C)c(NS(=O)(=O)c2cc(C(=O)Nc3cccc(N(C)S(C)(=O)=O)c3)ccc2C)c1,-10,109,-19,-2,6,-11,1,3.4,3,-14
CC1=C(C#N)C(/C=N/OCc2ccc(F)cc2Cl)CC(=O)N1 (configuration not stated),0,80,22,-17,-4,10,-2,-4.3,6,-7
COC(=O)c1nnn(-c2nonc2N)c1CSc1ccccn1,-1,95,20,-2,0,3,-2,-3.6,-2,-5
Clc1ccc(-c2noc(CCCc3ccccc3)n2)cc1,-18,/,2,14,4,-11,-2,-0.3,0,-1
CC(C)(C#N)NC(=O)C1CCCN1S(=O)(=O)c1ccc2ccccc2c1 (configuration not stated),2,120,19,-13,-2,-5,8,-3.7,-4,-6
Fc1cccc(Cl)c1/C=N/n1c(-c2cccnc2)n[nH]c1=S,1,86,13,1,-2,6,-3,-1.9,4,-11
Cc1oc(C(C)(C)C)cc1C(=O)Nc1ccc(C(=O)O)cc1,1,107,8,10,-1,2,-1,-1.4,-1,0
CC(=O)N1CC(C)Oc2ccc(S(=O)(=O)Nc3ccc(Cl)cn3)cc21 (configuration not stated),1,102,12,-12,5,-3,-1,-2.4,-1,10
Cc1c(C(c2cccs2)c2c(C)n(C)n(-c3ccccc3)c2=O)c(=O)n(-c2ccccc2)n1C,-3,/,15,2,-1,-18,-2,-3.0,-16,-5
O=C(c1ccccc1)c1cc([N+](=O)[O-])ccc1N1CCOCC1,-1,89,27,7,-4,7,-2,-5.0,-7,-2
CC(C)NC(=O)c1cc2c(-c3ccc(Cl)cc3)nn(C)c2s1,1,73*,3,37,2,-6,1,-0.6,-3,16
CCCSc1nc2c(c(=O)[nH]c(=O)n2C)n1Cc1ccccc1,3,93,3,-6,-5,19,0,-0.7,5,6

# A second format for two compounds above.
Cc1nc(CNC(=O)C2CCC(=O)N(CCc3ccc(Cl)cc3)C2)sc1C (configuration not stated)
  DAGLB inhibitor = -1
  Pemphigus Ab inh = /
  OPRM1-OPRD1 inv = 12
  Arrestin-AP2 inh = 10
  HTR5A ag = 5
  HTR5A inv ag = -18
  V-ATPase pHluor = -3
  OPRM1-OPRD1 ag = -2.1
  PKA-R2B activ = -1
  PKA-R1A act = -1

S=c1sscc1-c1ccccc1
  DAGLB inhibitor = 13
  Pemphigus Ab inh = 108
  OPRM1-OPRD1 inv = 21
  Arrestin-AP2 inh = -3
  HTR5A ag = 2
  HTR5A inv ag = -6
  V-ATPase pHluor = 1
  OPRM1-OPRD1 ag = -4.3
  PKA-R2B activ = -5
  PKA-R1A act = 4

# Further results:
SMILES,DAGLB inhibitor,Pemphigus Ab inh,OPRM1-OPRD1 inv,Arrestin-AP2 inh,HTR5A ag,HTR5A inv ag,V-ATPase pHluor,OPRM1-OPRD1 ag,PKA-R2B activ,PKA-R1A act
Cc1ccccc1Cn1nc(C)c(NC(=O)c2noc3c2CCCC3)c1C,2,99,-3,31,4,-4,6,0.6,9,17
CCOC(=O)c1ccc(C(=O)OCC)nc1,-3,105,11,3,5,-12,-2,-1.8,-8,-6
COc1ccccc1-c1nc(S(=O)(=O)c2ccccc2)c(N2CCOCC2)o1,2,112,5,-3,-6,15,-5,-1.2,6,-5
COc1ccc(CCNC(=O)CSc2nnc3ccc(-c4ccccn4)nn23)cc1,0,103,3,-6,-2,7,-2,-0.5,13,0

# Compound activity deposited in PubChem BioAssay by several laboratories.
